From PubChem
TRPM1 prom inh = reduces MITF-dependent TRPM1 promoter luciferase signal. inhibition, % at 12.5 µM. AID 488899. hit rate 0.83% among 330,000. SK-MEL-5 TRPM1 promoter luciferase, 24 h;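 active means mean inhibition across replicates of 60% or more, whatever share of single replicates reaches that level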; further: values of inactives mirror those of a sister screen read the other way
Vif inh = inhibitors of HIV Vif | inhibition, % at 7.49 µM | hit rate 0.35% among 340,000 | HEK293T cells, Vif self-association by quenched fluorescence, imaging, 24 h; in the data active means inhibition above about 50%, passing the limit was not always enough; further: some results filed as inactive read as strong as hits
KKLEB tox = reduces viability of KKLEB cystic fibrosis airway cells; hit rate 0.36% among 360,000; activity change (cytotoxicity), % at 5 µM; KKLEB CF airway cells viability, ATPlite luminescence, overnight; hits give low values; cells stimulated with P. aeruginosa culture filtrate; AID 602141;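 active means corrected activity change at or below -50% at 5 µM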
Shn3 inh set2 = inhibitors of Schnurri-3 3'UTR reporter in osteoblasts | inhibition, % at 12.5 µM | Clone20 osteoblast Shn3 3'UTR firefly luciferase, 24 h | AID 588674 | hit rate 0.52% among 360,000;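 active means mean inhibition of at least 75% with every replicate also reaching 75%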;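 further: 0% = median of neutral control wells and 100% = pilot-screen positive control compound; some compounds past the cut are filed as inactive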
PDI inh = PDI (human) enzyme inhibition; P07237; AID 588391; inhibition, % at 10 µM; PDI insulin aggregation turbidity, A650, 90 min; hit rate 0.052% among 350,000;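 active means mean inhibition across replicates of 30% or more, whatever share of single replicates reach that level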;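 further: absorbance from insulin aggregation driven by PDI reduction with DTT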
Target sequence (P07237 whole entry, looked up): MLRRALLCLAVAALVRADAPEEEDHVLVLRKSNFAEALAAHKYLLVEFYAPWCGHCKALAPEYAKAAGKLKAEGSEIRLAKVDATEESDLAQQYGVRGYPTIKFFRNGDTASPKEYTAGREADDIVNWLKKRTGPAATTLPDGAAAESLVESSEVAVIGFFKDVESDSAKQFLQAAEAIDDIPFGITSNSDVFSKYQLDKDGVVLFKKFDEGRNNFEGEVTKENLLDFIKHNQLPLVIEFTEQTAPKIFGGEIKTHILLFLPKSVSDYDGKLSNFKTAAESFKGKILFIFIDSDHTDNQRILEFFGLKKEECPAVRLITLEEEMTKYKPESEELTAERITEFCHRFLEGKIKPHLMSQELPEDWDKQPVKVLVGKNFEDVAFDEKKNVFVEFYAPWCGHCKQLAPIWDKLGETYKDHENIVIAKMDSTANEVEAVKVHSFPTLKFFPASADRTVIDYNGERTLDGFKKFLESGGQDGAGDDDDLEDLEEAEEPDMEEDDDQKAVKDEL
Peg3 promoter = reduces Peg3 promoter-driven luciferase expression in HeLa | inhibition, % at 20 µM | HeLa PEG-Prom luciferase reporter, luminescence, overnight | hit rate 1.7% among 360,000;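 active means inhibition of at least 50% at 20 µM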
NR2E3 ag-1 = human photoreceptor-specific nuclear receptor agonism; CHO-S Gal4-NCOR/VP16-NR2E3 two-hybrid, luciferase; hit rate 0.35% among 360,000; AID 602229; inhibition of corepressor binding, % at 3.98 µM; Q9Y5X4;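 active means inhibition above the mean of all tested compounds plus 3 SD, cut at about 70% in these data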;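 further: 0% = DMSO with NR2E3 transfected cells and 100% = cells lacking NR2E3 construct; higher means lower luciferase signal from less NR2E3 corepressor binding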
Target sequence (Q9Y5X4 whole entry, looked up, the tested form may be a part): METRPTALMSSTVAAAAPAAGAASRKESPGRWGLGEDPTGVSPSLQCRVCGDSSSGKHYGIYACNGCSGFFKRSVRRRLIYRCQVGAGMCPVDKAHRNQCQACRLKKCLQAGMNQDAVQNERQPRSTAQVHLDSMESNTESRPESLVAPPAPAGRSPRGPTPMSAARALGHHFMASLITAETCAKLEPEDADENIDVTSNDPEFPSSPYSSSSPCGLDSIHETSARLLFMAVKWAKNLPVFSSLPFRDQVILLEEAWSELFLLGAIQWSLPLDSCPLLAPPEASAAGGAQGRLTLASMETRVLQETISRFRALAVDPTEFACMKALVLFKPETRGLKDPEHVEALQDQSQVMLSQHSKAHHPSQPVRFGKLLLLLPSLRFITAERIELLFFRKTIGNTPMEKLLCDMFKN
HIF-2a inh = blocks HIF-2a reporter activity; hit rate 0.72% among 360,000; inhibition, % at 18.8 µM; 786-0 RCC cells HIF-2a reporter, luciferase luminescence, overnight;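 active means inhibition of the luminescence signal of 40% or more relative to plate controls, in a single-dose primary screen at 18.75 µM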
CaV13 FRET inh = Primary screen for inhibitors of IQ motif and Ca2+-dependent inactivation inhibitor domain binding in CACNA1D, Förster resonance energy transfer in living cells, … | inhibition, % at 12.3 µM | HEK cells, CFP/YFP FRET ICDI-IQ, plate reader, 10 min; percent FRET-ratio fall versus neutral wells | AID 743397 | hit rate 0.098% among 340,000;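 active means mean replicate inhibition of at least 30% and at least 1% of replicates passing that level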;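 further: 0% = median of the neutral control wells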
CF NFkB inh = cystic fibrosis NF-kB activation inhibition | KKLEB NF-kB-GFP reporter, PAF-induced, GFP fluorescence overnight | inhibition, % at 5 µM | hit rate 0.86% among 360,000;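 active means at least 50% inhibition at 5 µM, scaled per plate between neutral and stimulator controls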;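 further: PAF is a Pseudomonas aeruginosa culture filtrate used as stimulus; plate controls were PAF-stimulated DMSO wells for no effect and unstimulated DMSO wells for full effect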
NR2E3 ag-2 = NR2E3 (human) agonism. Q9Y5X4. AID 2300. GST-NR2E3/biotin-RetCOR TR-FRET, 1536-well. inhibition of corepressor binding, % at 4.78 µM. hit rate 0.12% among 320,000;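 active means percent inhibition above the cutoff of mean plus 3 SD of all tested compounds, set per screening campaign, cut at about 20% in these data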;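 further: 0% = DMSO wells and 100% = biotin wells as full block of FRET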
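Assay system: NR2E3–RetCOR corepressor complex. Quantity: 1.35 nM GST-NR2E3. Buffer or medium: pH 7.5 Tris-based buffer. Reagent: biotinylated RetCOR corepressor at 7 nM final. Schedule: 5 h at 4 °C. Detection: TR-FRET, emission read at 617 and 671 nm. Replicates: one well per compound, singlicate testing.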
The depositor's hits bear a star; / = not tested or not shown; & = joins results of further samples; ! = repeats disagree.

molecule	TRPM1 prom inh	Vif inh	KKLEB tox	Shn3 inh set2	PDI inh	Peg3 promoter	NR2E3 ag-1	HIF-2a inh	CaV13 FRET inh	CF NFkB inh	NR2E3 ag-2
CC(C)Nc1nc(NC(C)C)nc(Oc2ccc(OCc3ccccc3)nn2)n1	13	4	-14	7	-5	16	0	10	-1	13	-1
O=C(CN1CCN(Cc2ccccc2Cl)C1=O)NCc1ccco1	-8	-15	-4	-9	0	11	-19	6	-5	-7	0
O=C(NC1CCOC1=O)OCc1ccccc1 (stereo not drawn)	/	1	5	-35	13	-1	-5	6	-15	-10	/
CCCCN(CCCC)c1ncnc2nc[nH]c12	-3	-5	-19	18	3	6	-40	34	-4	53*	-2
CC1CCC(C(C)C)C(OC(=O)Cn2c(-c3ccc(Br)cc3)[n+](C)c3ccccc32)C1 (stereo not drawn)	91*	-8&-28	-57*!	21&22	5&-39	96*!	-17&-37	-29&-41	11&6	54*	0&-2
CC1(C)Cc2nc(Cl)c(C#N)cc2CO1	-7	8	0	9	8	14	-29	2	-5	-5	-1
O=C(CCNc1n[nH]c(=O)[nH]c1=O)N1CCCCC1	-21	-12	9	-4	-16	9	-1	14	-5	4	2
Cc1ccc(Cn2nc(C)c(NC(=O)c3noc4c3CCCCC4)c2C)cc1	0	1	9	-1	-6	21	-14	-2	-7	-6	-5
O=C(CCS(=O)(=O)c1ccccc1)Nc1ccc2c(c1)OCO2	-78	-2	9	-77	-4	-191	-85	-198	-4	5	3
CC(C)C(C(=O)NC(C)(C)C)N1C(=O)c2ccccc2C1=O (stereo not drawn)	3	2	-1	-10	-10	0	-17	16	/	5	3
COc1ccccc1C(=O)OCc1c(F)cccc1Cl	11	/	-2	8	7	-1	-10	7	/	-2	2
C=C(c1ccccc1)c1ccc(N(C)C)cc1	-26	4	-4	-5	-4	-43	-19	-74	-3	12	-3

Ordered by length of the SMILES (lowest first): 3 of the compounds above.
molecule	TRPM1 prom inh	Vif inh	KKLEB tox	Shn3 inh set2	PDI inh	Peg3 promoter	NR2E3 ag-1	HIF-2a inh	CaV13 FRET inh	CF NFkB inh	NR2E3 ag-2
C=C(c1ccccc1)c1ccc(N(C)C)cc1	-26	4	-4	-5	-4	-43	-19	-74	-3	12	-3
COc1ccccc1C(=O)OCc1c(F)cccc1Cl	11	/	-2	8	7	-1	-10	7	/	-2	2
CC(C)Nc1nc(NC(C)C)nc(Oc2ccc(OCc3ccccc3)nn2)n1	13	4	-14	7	-5	16	0	10	-1	13	-1

New compounds follow:
molecule	TRPM1 prom inh	Vif inh	KKLEB tox	Shn3 inh set2	PDI inh	Peg3 promoter	NR2E3 ag-1	HIF-2a inh	CaV13 FRET inh	CF NFkB inh	NR2E3 ag-2
CCCc1nc2oc3c(=O)[nH]cnc3c2c2c1CCCC2	9	9	-4	-22	3	20	3	18	-4	13	-6
O=C(Nc1ccc2c(c1)CCC2)C1CCCN(c2ncccn2)C1 (stereo not drawn)	-83	-13	-4	-114	-1	-243	-134	-260	-9	9	1
O=C(O)C1C2CCC(O2)C1C(=O)Nc1ccc(OC(F)F)cc1 (stereo not drawn)	-3	2	6	-11	-2	3	24	6	-2	5	0
CC(NC(=O)c1cc(-c2cccs2)on1)c1ccccc1 (stereo not drawn)	-24	23	6	27	16	-28	-28	-17	-8	-2	3
Cc1cc(-n2cnnn2)cc(C)c1S(=O)(=O)N(C)c1ccccc1	3	-9	-8	-28	1	11	5	7	-3	0	5
Cc1ccc(CC2C(=O)N(CC(=O)O)C(=O)C2C)cc1 (stereo not drawn)	-2	-20	-3	-18	0	4	-7	8	-5	-1	-1
COC(=O)Cn1cnc2scc(-c3ccc(C)cc3)c2c1=O	-10	-5	6	14	8	12	13	28	-5	-3	-4
CCc1ccccc1NC(=S)Nc1cc(OC)c(NC(=O)C(C)C)cc1OC	-6	5	-9	11	6	4	24	16	-1	10	-3
CCN(CC)Cc1cc(C(C)(C)C)cc(N2CCOCC2)c1O	2	2	-15	6	2	-7	-5	-7	-2	14	/
OC[C@@H]1CC[C@@H](Cc2ccc(-c3ccccc3)cc2)O1	-7	0	-8	-76	1	-298	-100	-210	-6	21	/
CC[C@@]12C(=O)N(c3cccc(Br)c3)C(=O)N1[C@H](c1ccc(Br)cc1)[C@@H]1C(=O)N(C(C)(C)C)C(=O)[C@@H]12	-11	/	-20	0	0	10	-17	-12	-6	-7	1
COc1ccc(C(c2sc3nc(C)nn3c2O)N2CCc3ccccc3C2)cc1 (stereo not drawn)	/	11	-9	-1	/	5	-9	0	2	-14	6
CCOC(=O)N1CCN(C(=O)COC(=O)C2CCN(S(=O)(=O)c3c(Cl)cccc3Cl)CC2)CC1	-1	/	-1	-6	3	2	-9	16	-2	3	-1
CC1(C(=O)Nc2ccccc2)Cc2c(-c3cccc(C(F)(F)F)c3)ccnc2O1 (stereo not drawn)	/	-5	-8	-5	16	28	6	13	-4	-2	/
O=C(CCn1nnc(-c2cccs2)n1)N1CCc2ccccc2C1	10	0	6	5	-4	13	-3	1	-8	7	4
CC(=O)Nc1ccc(S(=O)(=O)N2CCN(S(=O)(=O)c3ccc(F)c(F)c3F)CC2)cc1	1	5	-2	-7	-4	7	-13	2	-4	-20	-4
Cc1ccc(N(C)C(=O)c2cc(S(=O)(=O)N3CCCCC3)c[nH]2)cc1	-16	0	1	3	7	14	-17	10	-5	50*	-1
O=C(c1ccccc1)N1CCN(S(=O)(=O)c2ccc(Cl)c(C(F)(F)F)c2)CC1	/	1	3	-18	10	10	-20	8	-2	10	5
Cc1ccc(S(=O)(=O)N2CCN(C(=O)Cc3ccc(S(=O)(=O)N4CCOCC4)s3)CC2)cc1	6	2	-2	22	-2	26	15	8	/	-2	-2
O=S(=O)(Cc1ccccc1Cl)NCCc1ccc(F)cc1	-18	-1	-3	11	-6	1	-16	19	-4	3	3
CC(C)(C)NC(=O)c1ccc2c(c1)C1C3CCC(C3)C1C(c1ccccc1)N2 (stereo not drawn)	-12	-11	-33	-4	5	-16	-17	-15	-6	34	-6
O=C(Cn1nnnc1CN1CCOCC1)N1CCC(c2cccc(Cl)c2)C1 (stereo not drawn)	4	6	-6	4	17	6	0	14	-6	14	1
C[C@@H]1CN([C@H](C)CO)C(=O)CCCn2nncc2CO[C@@H]1CN(C)C(=O)Nc1ccc(N2CCN(C)CC2)cc1	/	1	-4	7	-2	-10	-17	-5	-5	5	/
O=C(NNc1ccccc1C(F)(F)F)c1sccc1Br	8	0	2	-4	-4	2	-16	13	-4	-2	3
CCN(Cc1ccccc1)C(=O)CCNS(=O)(=O)c1ccc2c(c1)CC(C)N2C(C)=O (stereo not drawn)	0	-2	18	28	4	17	-8	3	-16	-12	3
Cc1cccc(C)c1NC(=O)CN(C)C(=O)c1ccccc1Sc1ccccc1C#N	0	0	-6	-6	-6	13	-13	16	-6	22	1
N#Cc1c(-c2ccco2)ccn(Cc2ccc(F)cc2)c1=O	-10	7	0	-3	-4	9	-7	16	-18	9	-4
COc1ccc(/C=C2\SC(=S)N(N3CCOCC3)C2=O)c(OC)c1	-18	-10	7	-2	-2	-34	-18	-115	-5	-12	-1
CN(C)C(=O)c1ccc(N/C=C(\C=O)c2nc3ccccc3o2)cc1	13	1	14	-18	4	11	12	-1	1	13	-1
CCOC(=O)COc1cc(-n2c(=S)[nH]c3ccccc3c2=O)c(Cl)cc1Cl	-6	1	-4	-9	-2	7	22	14	-5	4	8
Cc1nc2cc(N3CCCCC3)c(NC(=O)c3ccncc3)cc2c(=O)n1Cc1ccccc1	5	/	-7	-5	-55	86*	-8	-3	-4	15	/
Cn1c(N2CCN(C(=O)Nc3ccc(F)cc3)CC2)nc2ccccc21	-1	-6	3	-29	-1	14	11	5	-3	-14	-5
CCCc1nc2ccccc2c(=O)n1NC(=O)c1c(O)c2cccc3c2n(c1=O)CCC3	-5	-6	0	-9	-2	12	-26	19	-5	-10	4
CCc1nnc(N2C(=N)SCC2=O)s1	4	1	4	-4	-2	-8	21	15	-2	-9	-1
O=C(NN(C(=O)C1CC1)c1nc2ccccc2s1)C1CC1	2	-1	14	-4	6	-11	-10	-44	5	1	-3
COc1ncccc1-c1nnn(-c2ccc(F)cc2)n1	22	3	0	-58	-7	-416	-111	-326	-4	-14	3
COc1ccc(N2CCN(C(=O)C(=O)c3c(C)n(C)c4ccccc34)CC2)cc1	-4	2	0	2	-3	20	1	21	1	7	8
O=C(CN1C(=O)S/C(=C/c2cccnc2)C1=O)N1CCOCC1	-6	12	-6	0	-3	15	5	13	-5	5	-1
C=CCn1c(C)cc(C)c(C#N)c1=O	12	1	4	-32	-11	10	10	11	-8	4	-3
CCOc1cc(C(C(=O)NCC2CCCO2)N(C(=O)Cn2nnc3ccccc32)c2ccccc2C)ccc1O (stereo not drawn)	7	-11	0	-7	7	-2	2	12	-5	-19	2
O=S1(=O)CCOC[C@H](Cc2ccccc2)N1Cc1ccc(Cl)cc1	-10	/	12	-12	-3	6	-11	8	-6	-21	0
O=C(Cc1cccs1)Nc1ccccc1C(=O)O	3	2	-2	-27	7	-67	-46	-76	-1	-1	0
COc1ccc(N(Cc2cc3cccc(C)c3[nH]c2=O)S(=O)(=O)c2ccc(Cl)cc2)cc1	20	6	-10	15	-6	10	8	-23	-8	-1	-1
O=[N+]([O-])c1ccc(Oc2cc(NC3CCCCCCC3)c([N+](=O)[O-])cc2[N+](=O)[O-])cc1	-1	3	-1	2	-5	8	-13	9	-10	9	0
O=C(c1ccc(Br)s1)N1CCN(C/C=C/c2ccccc2)CC1	0	1	-7	13	4	19	2	4	-8	-12	1
Cc1ccc(NC(=O)c2cccc(Oc3ccc([N+](=O)[O-])cc3)c2)c(C(=O)O)c1	-9	-1	-4	-39	-5	20	2	14	-6	5	1
O=C(c1ccccc1)c1cnc[nH]1	-16	0	3	1	-2	-29	-9	-44	4	23	5
CCc1cccc2sc(NC(=O)C3CC3)nc12	/	12	7	4	/	-26	-20	-47	-5	-5	1
Cc1cc(-c2ccc(C)c(S(=O)(=O)Nc3cc(C)on3)c2)on1	-8	-1	0	-8	3	-3	-12	8	-3	7	-2
CCNc1nc(NCC)n2c(SCC(=O)Nc3ccc(C(F)(F)F)cc3[N+](=O)[O-])nnc2n1	-1	1	0	7	2	6	-13	7	-18	10	3
O=C(c1ccc(Cn2cc([N+](=O)[O-])cn2)o1)N1N=C(C(F)F)CC1(O)C(F)F (stereo not drawn)	-6	-1	6	12	10	9	9	-3	-7	-13	4
CCOc1ccc(NC(=O)C2CCCN(C)C2)cc1 (stereo not drawn)	-5	-16	-8	-6	-3	11	3	7	-16	9	-4
